Assay outcomes: PubChem BioAssay, several laboratories
m-calpain inh: calpain II (pig) inhibition; purified calpain II, fluorogenic peptide substrate, 30 min; inhibition, % at 16 µM; 220,000 tested, 0.37% active;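 active = inhibition above about 50%, limit read from the data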
PERK inh: human PERK inhibition, primary cell-based screen; AID 1416; inhibition, % at 5.6 µM; Q9NZJ5; CHO PERK-DD fusion, SEAP luminescence translation reporter; 220,000 tested, 0.17% active;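 active = inhibition above the mean inhibition of all tested compounds plus 3 SD, set separately per screening campaign, cut at about 2.9% in these data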;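 also: PERK kinase domain activated by AP20187 dimerizer at 100 nM; 0% = DMSO with dimerizer and 100% = rapamycin at 8.4 µM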
KCC2 mod: modulators of human KCC2 chloride dependent transport | Q9H2X9 | KCC2 cells, thallium flux FluoZin-2 fluorescence | B-score of Tl+ flux slope (higher = more flux/activation; lower = inhibition) at 10 µM | 190,000 tested, 2.2% active | AID 1456;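 active = thallium flux slope and its plate-corrected score both differing from the plate sample mean at a set confidence after two filtering rounds, in either direction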;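 also: slope of fluorescence scaled to starting intensity during 10 to 20 s after thallium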
Rad51 HR inh: blocks human Rad51 in homologous recombination; hRad51 DNA strand exchange, fluorescence dequenching; inhibition, % at 10 µM; 200,000 tested, 0.085% active; Q06609;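 active = inhibition above 40% at the single screening dose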;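 also: 0% = DMSO control wells and 100% = blanks with heterologous ssDNA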
Target sequence (Q06609 whole entry, looked up): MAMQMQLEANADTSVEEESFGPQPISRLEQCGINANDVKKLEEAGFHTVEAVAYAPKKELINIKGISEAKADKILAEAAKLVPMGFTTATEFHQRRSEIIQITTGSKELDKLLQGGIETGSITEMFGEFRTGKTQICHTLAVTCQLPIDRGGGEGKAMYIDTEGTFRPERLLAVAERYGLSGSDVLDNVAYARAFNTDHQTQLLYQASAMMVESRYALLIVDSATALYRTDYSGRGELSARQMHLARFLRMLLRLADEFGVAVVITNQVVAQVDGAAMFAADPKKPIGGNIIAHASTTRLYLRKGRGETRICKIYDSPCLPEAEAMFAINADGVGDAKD
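material = hRad51 filaments on single-stranded DNA | timing = filaments 15 min 37 °C, then compound 30 min | signal = FRET fluorescence dequenching, excitation 485 nm, emission 520 nm | benchmarks = control wells and blank wells on each plate | evaluation = percent inhibition relative to plate controls and blanks | compound = 10 µM final, single point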
thrombin 1536: inhibitors of human thrombin | P00734 | alpha-thrombin, Boc-VPR-AMC fluorogenic substrate cleavage | 220,000 tested, 0.26% active | AID 1046 | inhibition, % at 5 µM;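 active = inhibition at or above 40%; inactive = inhibition below 40%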;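 also: 0% = enzyme with no compound and 100% = wells without enzyme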
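Test system: human alpha-thrombin; medium: pH 7.5 Tris-saline with Tween 20; times: reaction at room temperature; signal: AMC fluorescence at 355 nm excitation and 460 nm emission; also added: Boc-VPR-AMC substrate, 15 µM final; dosing: one concentration per compound, 5 µM, with 0.2% DMSO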
FXIIa inh 1536: factor XIIa (human) inhibition | purified FXIIa, Boc-QGR-AMC fluorogenic substrate, 2 h | inhibition, % at 5 µM | 220,000 tested, 0.3% active; in the data active = inhibition above about 40%;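 also: 0% = enzyme with no compound and 100% = blank without enzyme; many of its hits are not listed in these tables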
KLK5 inh: kallikrein 5 (human) inhibition | Q9Y337 | recombinant hK5, fluorogenic AMC substrate cleavage | inhibition, % at 5 µM | 210,000 tested, 0.59% active;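 active = inhibition of 40% or more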;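 also: 0% = enzyme controls without compound and 100% = no-enzyme blanks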
FXIa inh 1536: blocks human coagulation factor XIa protease activity. P03951. inhibition, % at 5 µM. purified FXIa, Boc-Glu-Ala-Arg-AMC fluorogenic substrate. 220,000 tested, 0.14% active;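 active = inhibition of at least 40%; inactive = inhibition below 40%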;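 also: fluorescence of freed AMC excited at 355 nm; 0% = enzyme without compound and 100% = no enzyme blank; many of its hits are not listed in these tables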
Furin inh: human furin inhibition. P09958. purified furin, fluorogenic substrate cleavage. inhibition, % at 30 µM. 220,000 tested, 0.061% active; in the data active = inhibition above about 25%; also: inactives centre near -15
Target sequence (P09958 108-714 limits assumed): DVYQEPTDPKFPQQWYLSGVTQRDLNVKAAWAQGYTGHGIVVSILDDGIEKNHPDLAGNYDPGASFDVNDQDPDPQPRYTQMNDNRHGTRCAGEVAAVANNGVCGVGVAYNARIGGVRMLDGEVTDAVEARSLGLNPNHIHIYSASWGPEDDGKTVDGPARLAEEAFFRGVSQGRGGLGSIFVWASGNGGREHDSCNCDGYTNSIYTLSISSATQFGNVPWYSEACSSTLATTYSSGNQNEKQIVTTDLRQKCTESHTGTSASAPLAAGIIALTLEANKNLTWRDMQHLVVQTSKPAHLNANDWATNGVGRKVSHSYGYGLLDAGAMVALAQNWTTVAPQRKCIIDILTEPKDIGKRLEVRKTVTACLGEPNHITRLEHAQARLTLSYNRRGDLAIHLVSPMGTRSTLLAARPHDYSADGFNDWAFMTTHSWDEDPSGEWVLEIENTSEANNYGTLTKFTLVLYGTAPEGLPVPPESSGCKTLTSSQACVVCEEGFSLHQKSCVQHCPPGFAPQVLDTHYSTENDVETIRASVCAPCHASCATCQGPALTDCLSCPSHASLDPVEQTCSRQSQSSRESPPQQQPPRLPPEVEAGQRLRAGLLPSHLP
An asterisk follows results filed as active; / = no result given; [ ] = another dose, or the depositor's remark.

SMILES	m-calpain inh	PERK inh	KCC2 mod	Rad51 HR inh	thrombin 1536	FXIIa inh 1536	KLK5 inh	FXIa inh 1536	Furin inh
Cc1ccc2c(c1)N(CC(=O)NC1CCCCC1C)C(=O)CO2 (centres undefined)	5	1.4	-1.5	-7	1	16	-12	3	-27
COc1ccccc1NC(=O)CN1CCN(CC(=O)Nc2ccc3c(c2)OCCO3)CC1	-12	-0.6	-0.066	-4	0	11	-5	-1	-15[20 µM]
Cc1ccc(C2C3=C(CCCC3=O)Nc3c2c(C)nn3-c2ccccn2)o1 (centres undefined)	-6	0.7	0.039	4	-11	6	-2	-2	15
CCN(CC)CCCN(Cc1cc2cc3c(cc2[nH]c1=O)OCO3)C(=S)Nc1ccccc1	-124	0.6	0.067	-1	-9	6	-1	-4	-29
CCCCCCNc1c(C(=O)OCC)c(=O)[nH]c2ccccc12	20	-0.7	-0.68	-3	-3	14	14	-4	-17
COC(=O)CN(c1ccc(C)cc1)S(=O)(=O)c1ccc2c(c1)n(C)c(=O)c(=O)n2C	-6	0.5	/	-9	-6	2	-2	-8	-19
CCSc1nnc(N)s1	5	0.8	0.44	0	-1	0	8	-3	-26
COc1ccc(N2C(=O)CSC(c3ccccc3)C2=O)cc1 (centres undefined)	-20	0.3	0.0014	10	1	9	-9	-6	-23
Cc1nc2sc(C(c3cccc(F)c3)N3CCC(C)CC3)c(O)n2n1 (centres undefined)	-11	0.6	-1.5	-1	-10	-2	-26	0	-24[20 µM]
COc1cc(/C=C2\SC(=O)N(CCNC(=O)c3cnc(C)cn3)C2=O)cc(OC)c1OC	10	-0.6	-1	/	-2	10	-20	2	-4
COc1ccccc1-n1c(SCC(=O)N2CCCCC2)nc2cccnc21	-4	-0.3	0.067	1	-5	2	0	-6	-22
CCOc1ccc(Nc2nc(C)cc(C)c2C#N)cc1	-67	0.5	0.15	4	-21	1	0	2	-15[20 µM]
O=C1C(C=NCC2CCCO2)=C(O)c2ccccc21 (centres undefined)	19	-0.2	0.37	-2	3	14	1	1	-15
CCOC(=O)CSc1nc2sc(C)c(C)c2c(=O)n1N	20	0.4	-0.24	8	-7	-1	-15	-4	-7
Cc1ccsc1/C=N/Nc1ncnc2nc[nH]c12	0	0.1	-0.48	-5	/	7	2	3	0
O=C(c1cc(COc2ccc(F)cc2Cl)on1)N1CCC(c2ccncc2)CC1	-2	-0.7	-6.3*	-2	-14	4	-1	-3	-31
Cc1cccc(-n2c(O)c(C=Nc3ccccc3)c3ccccc3c2=O)n1	-19	-0.8	-0.029	-8	-6	1	-4	-7	-18
Nc1cc(N)nc(SCC(=O)NCc2ccco2)n1	-6	0.9	0.078	-2	-25	9	-1	-1	-23
COc1cc(/C(C)=N\NC(=O)CSc2nc3ccccc3n2C)ccc1O	-8	-0.4	-0.35	3	-4	4	1	0	-23
CC(=O)c1c(C)[nH]c(C(=O)CSc2nnc(-c3ccc(Cl)cc3)n2CC2CCCO2)c1C (centres undefined)	-10	-1.9	0.024	-5	1	4	0	-5	-3[20 µM]
CC(C)(CO)NC(=O)CCCOc1ccc(Cl)cc1Cl	-13	-1.0	0.55	/	0	13	9	7	-15[20 µM]
COc1ccc(S(=O)(=O)Nc2cccc(Cl)c2)cc1OC	16	0.0	-0.72	-3	-1	10	8	-1	-11
COC(=O)[C@H](Cc1ccccc1)NC(=O)O[C@@H]1C(=O)c2cc(Br)ccc2O[C@H]1c1cccc(OC)c1	-17	-0.1	0.04	/	0	18	-7	9	-21
C[N+](C)(CC#N)C/C=C\c1ccccc1	25	0.4	/	-1	3	14	7	13	-11
NC(=O)C[n+]1cccc2ccccc21	-40	1.8	/	-13	1	8	-3	-2	-12[20 µM]
CCN(CC)c1nc(N)c2c(N)nc3c(c2c1C#N)CC(c1ccccc1)O3 (centres undefined)	-179	-1.1	-0.03	0	2	-6	-55	-4	-19
O=C1CC(N2CCN(c3ccc(Cl)c(Cl)c3)CC2)C(=O)N1 (centres undefined)	17	-1.6	0.27	3	4	19	6	2	-27[20 µM]
COc1cc(CNCCO)cc(Br)c1OCc1ccccc1Cl	15	0.0	0.14	/	-4	7	8	-2	-18
Cc1ccc(NC(=O)c2ccnc(C(C)(C)C)c2)cc1	22	0.4	-1.2	1	-8	15	-5	1	-2[20 µM]
CCc1ccc(NC(=O)CSCc2nc(N)nc(Nc3ccccc3CC)n2)cc1	8	-0.2	0.071	-44	0	24	-12	19	-25
O=C(CCc1ccccc1)Nc1nc2ccc(S(=O)(=O)N3CCOCC3)cc2s1	12	0.1	0.014	/	4	7	-1	1	-23[20 µM]
CCOC(=O)c1c(NC(=O)CSc2nnc(-c3ccccc3C)n2C)sc(C(C)=O)c1C	-100	-1.2	-1.9	-4	2	7	3	-2	-10
COc1ccc(S(=O)(=O)NC2CC(C)(C)NC(C)(C)C2)cc1C(C)C	13	1.6	/	-21	1	7	3	0	-11
COc1cc(NC(=O)C2CC(=O)NC3=C2C(=O)CCC3)c(OC)cc1Cl (centres undefined)	-13	1.8	-1.4	-1	-1	7	-11	-2	-10[20 µM]
COC(=O)c1cnn(-c2cc(Oc3ccccc3)ncn2)c1N	-16	-0.8	0.85	2	-9	9	-2	-2	-19[20 µM]
CCCNC(=O)CS(=O)(=O)Cc1nc(-c2ccccc2C)oc1C	1	1.0	0.043	-1	-3	15	-6	5	-10

Some of these compounds in order of number of heavy atoms, descending.
SMILES	m-calpain inh	PERK inh	KCC2 mod	Rad51 HR inh	thrombin 1536	FXIIa inh 1536	KLK5 inh	FXIa inh 1536	Furin inh
COC(=O)[C@H](Cc1ccccc1)NC(=O)O[C@@H]1C(=O)c2cc(Br)ccc2O[C@H]1c1cccc(OC)c1	-17	-0.1	0.04	/	0	18	-7	9	-21
CC(=O)c1c(C)[nH]c(C(=O)CSc2nnc(-c3ccc(Cl)cc3)n2CC2CCCO2)c1C (centres undefined)	-10	-1.9	0.024	-5	1	4	0	-5	-3[20 µM]
CCc1ccc(NC(=O)CSCc2nc(N)nc(Nc3ccccc3CC)n2)cc1	8	-0.2	0.071	-44	0	24	-12	19	-25
O=C(CCc1ccccc1)Nc1nc2ccc(S(=O)(=O)N3CCOCC3)cc2s1	12	0.1	0.014	/	4	7	-1	1	-23[20 µM]
CCN(CC)c1nc(N)c2c(N)nc3c(c2c1C#N)CC(c1ccccc1)O3 (centres undefined)	-179	-1.1	-0.03	0	2	-6	-55	-4	-19
COc1cc(NC(=O)C2CC(=O)NC3=C2C(=O)CCC3)c(OC)cc1Cl (centres undefined)	-13	1.8	-1.4	-1	-1	7	-11	-2	-10[20 µM]
COc1ccc(S(=O)(=O)NC2CC(C)(C)NC(C)(C)C2)cc1C(C)C	13	1.6	/	-21	1	7	3	0	-11
CCCNC(=O)CS(=O)(=O)Cc1nc(-c2ccccc2C)oc1C	1	1.0	0.043	-1	-3	15	-6	5	-10
COC(=O)c1cnn(-c2cc(Oc3ccccc3)ncn2)c1N	-16	-0.8	0.85	2	-9	9	-2	-2	-19[20 µM]
COc1ccc(S(=O)(=O)Nc2cccc(Cl)c2)cc1OC	16	0.0	-0.72	-3	-1	10	8	-1	-11
CC(C)(CO)NC(=O)CCCOc1ccc(Cl)cc1Cl	-13	-1.0	0.55	/	0	13	9	7	-15[20 µM]
C[N+](C)(CC#N)C/C=C\c1ccccc1	25	0.4	/	-1	3	14	7	13	-11
NC(=O)C[n+]1cccc2ccccc21	-40	1.8	/	-13	1	8	-3	-2	-12[20 µM]

(more compounds)
SMILES	m-calpain inh	PERK inh	KCC2 mod	Rad51 HR inh	thrombin 1536	FXIIa inh 1536	KLK5 inh	FXIa inh 1536	Furin inh
CN(C)S(=O)(=O)c1cccc(C(=O)OCC(=O)NCc2ccccc2)c1	-1	-0.2	-0.39	3	4	-12	-2	-9	-9[20 µM]
CCNc1nc(NCC)n2c(SCC(=O)Nc3ccccc3)nnc2n1	-1	1.3	0.47	1	-6	5	0	-2	-24
O=C1c2cccc(OCC(=O)N3CCCc4ccccc43)c2CCN1Cc1ccc(F)cc1	27	-1.6	-1.2	12	2	9	-13	6	-2
COCC(C)NC(=O)c1cc2cccc([N+](=O)[O-])c2[nH]1 (centres undefined)	-28	0.0	0.41	3	4	9	8	7	-17
CC(C)c1ccc(/C=N/NC(=O)c2c(Cl)cnn2C)cc1	6	-0.2	-4	11	-13	7	-7	0	-6
Cc1cccc(CN2C(=O)N/C(=C/c3ccc(C)s3)C2=O)c1	-41	-0.5	0.032	-25	2	15	5	3	-18[20 µM]
CNc1ccc(Br)cc(C(=O)/C=C/c2ccc(OC)cc2OC)c1=O	-25	0.2	-1.1	-7	1	18	-8	7	4
COc1ccc(Cn2c(-c3ccc(C)cc3)nc3c(c(=O)c4ccccc4n3C)c2=O)cc1	-11	-0.2	0.86	-2	1	12	-16	4	-8
Oc1ccc2ccccc2c1CN1CCN(c2ccccc2)CC1	-14	-0.5	/	-2	5	22	9	-11	-23[20 µM]
CCCc1cc(=O)n2[nH]c(-c3ccc(C)cc3)cc2n1	-21	0.3	2.1	-2	-4	-1	9	6	-17
Cc1ccc(NC(=O)c2c(-c3ccccc3Cl)noc2C)nc1	-16	0.9	-0.69	21	-2	5	1	20	-23
Cc1ccc2c(c1)C1OCCC1C1N2C(=O)C2C(C(=O)O)C3C=CC21O3 (centres undefined)	9	0.2	/	4	1	11	1	2	11[20 µM]

Compound profiles, from the list above.
Listed for CCCc1cc(=O)n2[nH]c(-c3ccc(C)cc3)cc2n1 = m-calpain inh = -21; PERK inh = 0.3; KCC2 mod = 2.1; Rad51 HR inh = -2; thrombin 1536 = -4; FXIIa inh 1536 = -1; KLK5 inh = 9; FXIa inh 1536 = 6; Furin inh = -17
Listed for Cc1cccc(CN2C(=O)N/C(=C/c3ccc(C)s3)C2=O)c1 = m-calpain inh = -41; PERK inh = -0.5; KCC2 mod = 0.032; Rad51 HR inh = -25; thrombin 1536 = 2; FXIIa inh 1536 = 15; KLK5 inh = 5; FXIa inh 1536 = 3; Furin inh = -18[20 µM]

The list continues:
SMILES	m-calpain inh	PERK inh	KCC2 mod	Rad51 HR inh	thrombin 1536	FXIIa inh 1536	KLK5 inh	FXIa inh 1536	Furin inh
CCOC(=O)c1nn(-c2cccc(C)c2)c2nc(-c3ccccc3)c(C#N)c(=O)n12	-57	0.1	1	-7	-5	6	-23	0	-15[20 µM]
CC(C)CNC(=O)C1CCN(c2ccc(S(=O)(=O)N3CCOCC3)cc2[N+](=O)[O-])CC1	-12	0.9	-0.13	-39	3	12	5	2	-26
COC(=O)C1=C(NC(=O)c2cccc(OC)c2)CCS1	-76	-0.3	0.059	-5	1	12	1	3	6
COc1cc(CN2CCCC(CO)(Cc3ccccc3C)C2)cc2c1OCO2 (centres undefined)	6	-1.1	0.12	-20	-1	7	-3	-6	-3
Cc1[nH]nc2c1C(c1ccc(F)cc1)C1=C(CC(C)(C)CC1=O)N2 (centres undefined)	-389	-0.9	0.039	-6	-1	-16	-4	-17	-31[20 µM]
COc1cccc(OC)c1C(=O)Nc1ccc(N2CCCCC2)cc1	11	1.7	-0.61	-10	0	12	-33	0	-17[20 µM]
CC(OC(=O)CCC(=O)c1cccs1)C(=O)Nc1ccccc1[N+](=O)[O-] (centres undefined)	10	-0.2	-0.18	3	38	0	-15	-5	-12
O=S(=O)(c1cccc(-c2nnc(SCc3nc4ccccc4s3)o2)c1)N1CCOCC1	-39	-1.1	-0.89	/	3	4	-6	0	-11
O=C(Cc1ncc(C(F)(F)F)cc1Cl)NCc1ccco1	-6	1.2	0.53	-2	-8	8	-3	18	-25
COc1ccc(-c2[nH]ncc2CN2CCC(OCc3ccccc3)CC2)c(F)c1	-17	0.1	-0.036	4	-4	7	0	-2	-18
O=C(COC(=O)Cn1cnc2ccccc21)Nc1ccc2c(c1)OCCO2	-35	0.7	-0.093	/	-4	8	1	-3	-19

Some of the compounds tested. The share of hits here may be higher or lower than overall.
